ASAP1 GAP inh – blocks human ASAP1-stimulated Arf1 GTP hydrolysis. hit rate 0.19% among 360,000. AID 624377. GDP FP detection. inhibition, % at 16.5 µM. Q9ULH1; in the data active means inhibition above about 25%;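 further: 0% = vehicle with enzyme and substrate and 100% = no enzyme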
NPR2 activator – GC-B (human) receptor activation | P20594 | HEK293-GC-B cells, CNP EC30, cGMP TR-FRET; 0% at EC30 CNP, 100% saturating CNP | activation, % at 10 µM | hit rate 0.11% among 370,000 | AID 1920062;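 active means activation at 10 µM reaching about 35% in either raw or pattern-adjusted values, limit read from the data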
DDE Tn6 FP inh – disrupts Tn6 cyclic peptide binding to fibrin D-Dimer-E complex | P02675 | Fibrin DD(E) TRITC-Tn6 fluorescence polarization displacement | inhibition, % at 8.3 µM | hit rate 0.21% among 370,000 | AID 720509;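 active means inhibition above a per-campaign cutoff: mean of compounds within control limits plus 3 SD, cut at about 15% in these data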;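 further: 0% = median of all compound wells on the plate and 100% = blocking peptide control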
Target sequence (P02675 whole entry, looked up): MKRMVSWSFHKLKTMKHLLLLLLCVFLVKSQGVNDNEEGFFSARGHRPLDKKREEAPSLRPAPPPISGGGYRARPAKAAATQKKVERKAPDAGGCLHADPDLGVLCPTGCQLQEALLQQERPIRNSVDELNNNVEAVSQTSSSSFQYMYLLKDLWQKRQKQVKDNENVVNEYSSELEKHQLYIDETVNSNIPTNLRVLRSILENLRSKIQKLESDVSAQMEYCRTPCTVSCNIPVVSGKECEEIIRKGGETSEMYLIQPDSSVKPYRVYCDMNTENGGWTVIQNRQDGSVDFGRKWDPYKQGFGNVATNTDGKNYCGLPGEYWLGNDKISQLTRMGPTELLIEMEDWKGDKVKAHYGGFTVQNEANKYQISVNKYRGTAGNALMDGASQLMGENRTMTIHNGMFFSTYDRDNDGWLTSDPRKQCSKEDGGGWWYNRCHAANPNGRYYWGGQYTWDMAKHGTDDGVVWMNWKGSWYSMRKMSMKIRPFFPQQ
NPR1 activator – GC-A (human) enzyme activation. activation, % at 10 µM. AID 1671463. P16066. HEK293 GC-A cells, cGMP TR-FRET, EC30 ANP; 0% at EC30 ANP, 100% saturating ANP. hit rate 0.14% among 370,000; in the data active means activation above about 40%
ARFGAP1 inhibitor – rat ARFGAP1 inhibition; Q62848; Arfgap1-stimulated ARF1 GTP hydrolysis, GDP FP detection; inhibition, % at 16.5 µM; hit rate 0.26% among 360,000; AID 651572;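 active means inhibition above a per-plate limit, mean inhibition of low control wells plus 3 SD, cut at about 25% in these data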;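 further: 0% = DMSO wells with enzyme and 100% = wells lacking Arfgap1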
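Repeats: one replicate per compound; assay system: rat Arfgap1 catalytic domain, aa 1-136; times: enzyme reaction 120 min at 25 °C after 20 min preincubation; detection: FP of antibody-bound GDP Alexa 633 tracer, ex 620/em 688 nm; benchmarks: high control wells lacking Arfgap1, low control full reaction with DMSO; reagent: human ARF1(Δ1-17)-GTP substrate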
KLK7 zymogen act – proKLK7 (human) activation, primary screen; hit rate 0.9% among 370,000; purified proKLK7, EDANS-DABCYL substrate fluorescence; 100% is mature enzyme control, 0% vehicle; P49862; activation, % at 7 µM;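 active means activation above the mean of all tested compounds plus 3 SD, computed per campaign excluding outliers beyond control limits, cut at about 13% in these data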
ADAM10 inh – inhibitors of human ADAM10; O14672; recombinant ADAM10, EDANS/DABCYL FRET peptide cleavage, 3 h; inhibition, % at 7 µM; hit rate 0.62% among 370,000; AID 720582;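 active means inhibition above a per-campaign cutoff equal to the mean of compounds falling between control-based bounds plus 3 SD, cut at about 20% in these data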;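 further: 0% = DMSO wells while the 100% control is not disclosed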
FXN GAA850 act – increases GAA850 frataxin promoter reporter activity; HEK293 lucGAA850 FXN promoter luciferase reporter, 24 h; percent of 10 µM SAHA response; activation, % at 6 µM; hit rate 0.56% among 360,000;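 active means activation above the average of all compounds screened plus 3 SD, cutoff fixed separately per campaign, cut at about 7.5% in these data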;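 further: 0% = DMSO wells and 100% = 10 µM SAHA wells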
HGIII-sPLA2 inh – Inhibits HGIII-sPLA2 liposome hydrolysis, primary screen; Q9NZ20; QFRET BODIPY PC-A2 liposome hydrolysis, fluorescence; inhibition, % at 12.2 µM; hit rate 0.56% among 370,000; AID 743126;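 active means inhibition above mean plus 3 SD of compounds lying within the high and low control bounds, cut at about 19% in these data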;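 further: 0% = median of test compound wells and 100% = no enzyme DMSO wells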
Target sequence (Q9NZ20 whole entry, looked up): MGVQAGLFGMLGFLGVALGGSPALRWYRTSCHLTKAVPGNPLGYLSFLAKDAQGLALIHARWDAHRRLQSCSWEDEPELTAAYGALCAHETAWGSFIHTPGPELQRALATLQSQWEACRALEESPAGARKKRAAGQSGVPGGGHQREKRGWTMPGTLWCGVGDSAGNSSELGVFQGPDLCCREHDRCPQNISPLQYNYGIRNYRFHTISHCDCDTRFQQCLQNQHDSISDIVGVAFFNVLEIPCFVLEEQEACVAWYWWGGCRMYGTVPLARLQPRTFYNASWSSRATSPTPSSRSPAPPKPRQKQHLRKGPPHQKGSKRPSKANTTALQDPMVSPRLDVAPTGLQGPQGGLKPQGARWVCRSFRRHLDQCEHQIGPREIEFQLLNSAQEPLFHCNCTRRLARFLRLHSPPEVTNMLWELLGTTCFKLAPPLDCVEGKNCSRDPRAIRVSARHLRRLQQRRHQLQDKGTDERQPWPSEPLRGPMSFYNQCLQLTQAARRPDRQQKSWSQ
rCAG binder – binds r(CAG) RNA repeats; AID 651821; r(CAG) RNA repeat, TO-PRO-1 dye displacement fluorescence; hit rate 1.3% among 370,000; inhibition, % at 3 µM;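 active means inhibition above the plate cutoff, the mean of all test compounds on that plate plus 3 SD, cut at about 35% in these data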;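 further: 0% = DMSO alone and 100% = 100 µM mitoxantrone as full dye displacement; higher means more dye released from RNA so lower well fluorescence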
* = called active by the depositor; i = inactive; · = not tested or not shown.

SMILES | ASAP1 GAP inh | NPR2 activator | DDE Tn6 FP inh | NPR1 activator | ARFGAP1 inhibitor | KLK7 zymogen act | ADAM10 inh | FXN GAA850 act | HGIII-sPLA2 inh | rCAG binder
CCCC(=O)Nc1cccc(-c2nc3cc(C)c(C)cc3o2)c1 | 14 | -5 | 7 | 2 | 3 | -1.9 | -35 | 3.6 | 1 | 4
O=C1Nc2ccc(Br)cc2/C1=N/N=C/C1=C(N2CCOCC2)C(=C\c2ccccc2)/CC1 | 11 | -7 | -4 | -12 | 10 | -0.1 | 0 | 2.7 | -7 | 9
CCC(CO)NCC(O)COCc1ccc2c(c1)OCO2 (stereo not drawn) | 2 | 1 | 2 | 1 | 2 | -0.2 | -7 | -0.2 | 2 | 0
O=C(Nc1cc(Cl)ccc1N1CCCC1)C1=COCCO1 | -7 | -2 | 4 | -7 | -2 | 0.2 | -10 | 0.2 | -10 | 3
CCOC(=O)C1=C[C@@H](CC)N(S(=O)(=O)c2ccc([N+](=O)[O-])cc2)[C@H]1c1ccccc1 | 1 | -5 | -5 | -2 | 0 | 0.1 | -3 | · | -2 | 1
O=C(COc1ccc(S(=O)(=O)N2CCCC2)cc1Cl)NCc1ccco1 | -3 | 3 | -1 | 3 | -5 | 0.1 | 0 | 2.6 | -3 | -2
Cc1ccc(-n2nc(C(N)=O)nc2-c2ccccc2)cc1 | 0 | -3 | 7 | -4 | -2 | 0.6 | -6 | 2.2 | 2 | -5
COc1cccc(C(=O)NCCS(=O)(=O)NCCc2ccccc2)c1 | -1 | -6 | -2 | 0 | 3 | 0.6 | -3 | 1.5 | -1 | -5
COc1ccc([C@H]2C(C(=O)O)=C[C@@H](C(C)(C)C)N2S(=O)(=O)c2ccccc2)cc1 | -19 | 7 | -8 | 2 | 3 | 0.0 | -11 | -0.2 | 2 | 10
COc1cccc(NC(=O)Nc2c(-c3ccc(F)cc3)nc3ncccn23)c1 | · | 8 | 0 | 4 | · | 1.5 | -204 | · | 0 | 5
COC(=O)[C@@]12CCCCN1[C@H](c1ccc(-c3cccc(Cl)c3)cc1)[C@@H]1C(=O)N(C)C(=O)[C@@H]12 | -1 | 1 | 0 | -1 | -12 | 0.0 | 2 | 0.7 | 2 | 7
CCCCc1ccc(S(=O)(=O)NC2CCS(=O)(=O)C2)cc1 (stereo not drawn) | 1 | -1 | -5 | 1 | 7 | -0.9 | 0 | 0.1 | -2 | 0
Cc1nn(C(=O)CCCn2cc([N+](=O)[O-])cn2)c(C)c1Cl | 1 | -2 | -6 | -2 | -4 | 0.6 | 4 | 1.4 | -1 | -3
Cc1ccccc1CNC(=O)c1csc([C@@H]2C[C@H](O)[C@@H](CO)O2)n1 | -2 | 9 | 7 | -1 | 5 | -0.1 | -4 | 0.1 | 5 | 2
C[C@@H](C(=O)OCC(=O)c1ccccc1)N1C(=O)C2CCCCC2C1=O (stereo partly drawn) | 5 | 0 | 6 | 5 | -11 | 0.6 | -8 | -0.4 | 6 | 0
CC1CC(C)CN(C(=O)COC(=O)c2nccnc2N)C1 (stereo not drawn) | 2 | 0 | -2 | -2 | 0 | 3.7 | i | 0.0 | 0 | 2
CC1(C)CCC(=O)c2ccccc21 | -5 | -1 | 0 | 1 | -8 | -0.5 | -7 | 1.6 | 9 | 1
Nc1[nH]c2cc(Cl)ccc2c1C(=O)N1CCOCC1 | · | 0 | 4 | 2 | · | 0.9 | -7 | · | 11 | 4
COCCNC(=S)N(CCc1c(C)[nH]c2ccc(C)cc12)Cc1cccnc1 | -15 | 6 | 5 | -2 | -5 | 0.6 | 5 | -0.3 | -2 | -6
Cc1ccc(S(=O)(=O)NC(=O)C2(C)CCN2C(=O)Cc2ccc(Cl)cc2Cl)cc1 (stereo not drawn) | 6 | 1 | -2 | 2 | 1 | 0.4 | -5 | 0.2 | 7 | 22
COc1ccc(OC)c(NC(=O)COC(=O)COc2c(Cl)cc(Cl)c3ccc(C)nc23)c1 | -3 | -5 | -3 | -10 | 11 | 0.3 | -10 | 0.3 | 9 | -2
COc1ccc(S(=O)(=O)N2CCC(C(=O)NCCC3=CCCCC3)CC2)cc1C | -7 | -6 | 7 | -4 | 1 | 0.5 | 0 | -1.1 | 0 | -6
Cc1ccc(C)c(S(=O)(=O)NCCOC(=O)Nc2sc(=S)n(C)c2C)c1 | 7 | -3 | -2 | -6 | 14 | 0.1 | -3 | 0.1 | 8 | 1
COC(=O)[C@H](C(C)C)N1CCc2nnn(Cc3ccc(C)cc3)c2-c2cc(F)ccc2S1(=O)=O | · | -6 | 2 | 2 | · | 0.1 | 5 | · | -9 | -1

Given as labelled records: part of the list above
Cc1nn(C(=O)CCCn2cc([N+](=O)[O-])cn2)c(C)c1Cl
  ASAP1 GAP inh: 1
  NPR2 activator: -2
  DDE Tn6 FP inh: -6
  NPR1 activator: -2
  ARFGAP1 inhibitor: -4
  KLK7 zymogen act: 0.6
  ADAM10 inh: 4
  FXN GAA850 act: 1.4
  HGIII-sPLA2 inh: -1
  rCAG binder: -3

Cc1ccccc1CNC(=O)c1csc([C@@H]2C[C@H](O)[C@@H](CO)O2)n1
  ASAP1 GAP inh: -2
  NPR2 activator: 9
  DDE Tn6 FP inh: 7
  NPR1 activator: -1
  ARFGAP1 inhibitor: 5
  KLK7 zymogen act: -0.1
  ADAM10 inh: -4
  FXN GAA850 act: 0.1
  HGIII-sPLA2 inh: 5
  rCAG binder: 2

New compounds follow:
SMILES | ASAP1 GAP inh | NPR2 activator | DDE Tn6 FP inh | NPR1 activator | ARFGAP1 inhibitor | KLK7 zymogen act | ADAM10 inh | FXN GAA850 act | HGIII-sPLA2 inh | rCAG binder
C[C@H](CO)N1C[C@H](C)[C@@H](CN(C)C(=O)Nc2cccc(F)c2)Oc2ncc(Br)cc2C1=O | -1 | -3 | 5 | 4 | 7 | -0.2 | 2 | -0.6 | -2 | 3
COc1ccc(C(C(=O)NCc2ccccc2)N(C(=O)c2snc(C(N)=O)c2N)c2ccccc2OC)cc1 (stereo not drawn) | -10 | -5 | 5 | -9 | -9 | -0.1 | -14 | -2.2 | -2 | 1
OCC(CBr)(CBr)CBr | -10 | -6 | 5 | 6 | 3 | 0.1 | -5 | 1.7 | -1 | 0
CCCCn1c(N)c(N(CCOC)C(=O)C2CCN(C(=O)c3ccc(Cl)cc3)CC2)c(=O)[nH]c1=O | -7 | 0 | -1 | 3 | 4 | -0.5 | 2 | -0.4 | 3 | -5
Cc1nn(C)c(Oc2ccccc2)c1CCNS(=O)(=O)c1ccc(Cl)cc1 | -4 | -14 | 2 | -10 | -6 | 1.1 | 0 | -1.2 | -21 | -7
CNC[C@H]1OCc2ccccc2-c2ccccc2C(=O)N([C@@H](C)CO)C[C@H]1C | 0 | 2 | -9 | -1 | -1 | 0.4 | -29 | -2.3 | -1 | 4
N#CCC(=O)Nc1ccc(C(=O)N2CCN(S(=O)(=O)c3ccc4ccccc4c3)CC2)cc1 | 5 | 5 | 6 | 0 | 0 | 0.6 | 9 | 0.2 | -41 | 16
O=C(c1cccc(F)c1)N1CCCC(c2nc(-c3cccs3)no2)C1 (stereo not drawn) | · | 2 | 0 | -3 | · | -0.4 | -11 | · | -4 | 0
O=C1CC2(CCCCC2)Oc2ccc(Cl)cc21 | 10 | 3 | -3 | 3 | 2 | -1.2 | -2 | -0.7 | 3 | 1
O=C(CSc1nnc(Cc2cccs2)n1Cc1ccco1)Nc1cccc(Cl)c1 | -7 | 0 | 2 | -10 | 9 | -0.3 | 7 | -2.1 | -24 | 1
COc1ccc(C(C)=O)cc1CC(=O)Nc1ccccc1-c1ccccc1 | 6 | 3 | -1 | -5 | 11 | 0.6 | 2 | -0.3 | 7 | 4
COc1ccccc1-c1cc(C(=O)NCCCN2CCOCC2)no1 | -4 | 0 | 3 | 2 | 3 | -0.4 | -3 | -0.4 | 0 | -3
COc1ccc(Br)cc1CN1CCN(C(=O)c2ccc(F)cc2)CC1 | -6 | -1 | -2 | -9 | -2 | -0.1 | -5 | -0.9 | -10 | -8
O=c1oc2ccccc2cc1-c1nnc(-c2cccc(Br)c2)o1 | 7 | -4 | 6 | 2 | 4 | 0.8 | -52 | 4.4 | 8 | 1
COCCNC(=O)C(c1ccccc1C)N(C(=O)Cn1nnc2ccccc21)c1cccnc1 (stereo not drawn) | 3 | 1 | -1 | 0 | 9 | 1.2 | 4 | -0.9 | 1 | -1
COc1cccc(C(NC(C)=O)c2nc(-c3ccc(C)c(C)c3)cs2)c1 (stereo not drawn) | -11 | -4 | -3 | -2 | 8 | 0.0 | 6 | 1.3 | -20 | 3
CCCOc1ccc(F)cc1-c1cc(C(=O)NCc2ccccc2OC)[nH]n1 | 1 | 14 | -5 | 16 | 2 | 0.3 | -6 | 1.3 | 3 | 2
COc1ccc(-n2c(C)cc(/C=C3\C(=O)NN(c4ccccc4)C3=O)c2C)cc1 | -3 | 0 | -3 | -4 | 5 | -0.2 | 0 | 3.9 | 9 | 5
CN(C)C(C(=O)Nc1cc(Cl)cc(Cl)c1)c1ccccc1 (stereo not drawn) | -11 | -19 | 7 | -41 | 12 | 0.3 | 6 | 0.6 | -9 | -4
COC(=O)[C@]12C[C@H](CC(=O)NCc3ccc(OC)c(OC)c3)C(=O)N(Cc3ccco3)C1=C[C@H](C(C)(C)C)O[C@@H]2C | · | -12 | 0 | -11 | · | -0.1 | -2 | · | -4 | 0
O=S(=O)(/N=C(\Sc1ccccc1)c1ccccc1)c1ccc(Cl)cc1 | 10 | 3 | -4 | 5 | 2 | 0.0 | 1 | -0.2 | 0 | 4
Cc1cccnc1NC(=O)C(C)N1C(=O)c2ccccc2C1=O (stereo not drawn) | -15 | -9 | 5 | 1 | -11 | -0.4 | 5 | -0.6 | 0 | 0
COc1ccc(S(=O)(=O)N(C)C[C@H]2Oc3ccc(NC(=O)Cc4ccccc4)cc3C(=O)N([C@H](C)CO)C[C@@H]2C)cc1 | -1 | 0 | -5 | -1 | -7 | 0.3 | 8 | -3.8 | -14 | -2
Cc1ccc(S(=O)(=O)NCc2ccccc2)cc1C(=O)N1CCN(S(=O)(=O)c2ccccc2F)CC1 | 10 | -4 | -4 | -6 | 11 | -0.4 | 9 | -0.4 | -19 | 2
O=C(CCNC(=O)c1ccc(Cl)cc1)NCCC1=CCCCC1 | 5 | -7 | 0 | -3 | 0 | 0.6 | 4 | 5.0 | 6 | -4
O=C(NCCc1ccc(F)cc1)c1ccc2c(c1)ncn2C1CCCCC1 | · | -2 | -3 | 0 | · | 0.4 | 0 | · | -8 | 1
CC(OC(=O)Cc1c(F)cccc1Cl)C(=O)NCCC1=CCCCC1 (stereo not drawn) | -14 | 2 | 4 | 2 | 7 | 0.1 | 0 | 2.6 | 3 | -3
C=CCN(C(C(=O)OC)C(C)C)S(=O)(=O)CCNCc1ccccc1 (stereo not drawn) | 8 | 6 | 7 | 1 | 10 | -0.1 | 3 | 2.7 | 0 | -9
Cc1ccnn1CC(=O)N/N=C/c1c[nH]c2ccccc12 | 0 | -5 | -3 | -3 | 0 | 0.0 | 5 | 1.3 | -4 | -1
O=S(=O)(CCNCCc1ccccc1)NC1CCCCC1 | -5 | 5 | -3 | 0 | 4 | 0.2 | -8 | 2.8 | 0 | 0
COc1ccc(-c2noc(=O)[nH]2)cc1 | -4 | 5 | 6 | -1 | 2 | 0.5 | 1 | -1.8 | -2 | 2
